Peg3 prom inh: Peg3 promoter-driven luciferase inhibitors, primary screen, cell-based, HeLa, luciferase luminescence; AID 588405, 2011; hit rate 1.7% among 360,000; HeLa PEG-Prom luciferase reporter, overnight; inhibition, % at 20 µM;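 active means inhibition of at least 50% at 20 µM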
TWEAK-Fn14 inh: inhibitors of TWEAK-Fn14 signaling, primary screen, luciferase reporter cells, uHTS | AID 1159606, 2016 | hit rate 2% among 360,000 | TWEAK-stimulated Fn14 reporter cells, luciferase luminescence, 8 h | inhibition, % at 10 µM; in the data active means inhibition above about 50%
TRAIL sens C8: viability loss with TRAIL in NB7+C8 cells, primary screen, TRAIL sensitizer project, cell-based, ATPlite luminescence; inhibition (viability loss, TRAIL sensitization), % at 10 µM; hit rate 1% among 360,000;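 active means compounds causing at least 50% loss of cell viability in the single-dose screen, relative to plate controls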
Shn3 inh set2: reduction of Shn3 3'UTR firefly luciferase signal, primary screen, Schnurri-3 inhibitor project, cell-based, Clone20 osteoblasts, set 2; Clone20 osteoblast Shn3 3'UTR firefly luciferase, 24 h; hit rate 0.52% among 360,000; inhibition, % at 12.5 µM;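 active means mean inhibition of at least 75% with every replicate also reaching 75%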;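 further: 0% = median of neutral control wells and 100% = pilot-screen positive control compound; some compounds past the cut are filed as inactive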
MITF TRPM1 inh: inhibitors of MITF-dependent TRPM1 promoter reporter, primary screen, cell-based, SK-MEL-5, single point, luciferase. SK-MEL-5 TRPM1 promoter luciferase, 24 h. inhibition, % at 12.5 µM. hit rate 0.83% among 330,000;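 active means mean inhibition across replicates of 60% or more, whatever share of single replicates reaches that level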; further: values of inactives mirror those of a sister screen read the other way
NR2E3 ag-1: inhibitors of NR2E3-RetCOR corepressor binding, primary screen, NR2E3 agonist project, biochemical, TR-FRET, GST-NR2E3, biotin-RetCOR | hit rate 0.12% among 320,000 | inhibition of corepressor binding, % at 4.78 µM | 1536-well | AID 2300, 2010 | Photoreceptor-specific nuclear receptor (Homo sapiens), Q9Y5X4;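 active means percent inhibition above the cutoff of mean plus 3 SD of all tested compounds, set per screening campaign, cut at about 20% in these data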;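 further: 0% = DMSO wells and 100% = biotin wells as full block of FRET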
Target sequence (Q9Y5X4 whole entry, looked up): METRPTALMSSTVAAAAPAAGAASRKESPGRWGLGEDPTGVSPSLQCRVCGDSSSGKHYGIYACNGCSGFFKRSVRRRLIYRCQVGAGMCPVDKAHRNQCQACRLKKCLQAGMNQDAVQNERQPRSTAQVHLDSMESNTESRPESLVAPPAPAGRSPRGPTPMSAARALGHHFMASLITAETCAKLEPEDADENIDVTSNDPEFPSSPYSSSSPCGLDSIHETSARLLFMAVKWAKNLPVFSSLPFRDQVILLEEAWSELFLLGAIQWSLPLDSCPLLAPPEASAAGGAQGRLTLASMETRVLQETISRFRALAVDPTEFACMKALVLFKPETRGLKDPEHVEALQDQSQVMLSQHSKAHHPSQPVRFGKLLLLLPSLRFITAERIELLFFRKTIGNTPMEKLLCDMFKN
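Test system: GST-NR2E3 and biotin-RetCOR proteins | Quantity: 1.35 nM GST-tagged NR2E3 final | Medium: Tris pH 7.5 | Also added: 7 nM biotin-RetCOR | Dosing: Compound at 4.8 µM, single dose | Timing: 5 h at 4 °C | Detection: Time-resolved FRET | Read-out basis: Percent inhibition | Benchmarks: Biotin wells as high control, 0.6% DMSO wells as low control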
KKLEB cytotox: cytotoxicity in KKLEB CF airway cells, primary screen, cytotoxicity control for CF NF-kB inhibitor project, cell-based, uHTS, fluorescence assay plates; KKLEB CF airway cells viability, ATPlite luminescence, overnight; stronger effect = lower value; cells stimulated with P. aeruginosa culture filtrate; hit rate 0.36% among 360,000; activity change (cytotoxicity), % at 5 µM;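 active means corrected activity change at or below -50% at 5 µM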
CF NFkB inh: inhibitors of PAF-induced NF-kB signaling, primary screen, cell-based, GFP fluorescence, uHTS. KKLEB NF-kB-GFP reporter, GFP fluorescence overnight. hit rate 0.86% among 360,000. AID 588850, 2011. inhibition, % at 5 µM;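 active means at least 50% inhibition at 5 µM, scaled per plate between neutral and stimulator controls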;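 further: PAF is a Pseudomonas aeruginosa culture filtrate used as stimulus; plate controls were PAF-stimulated DMSO wells for no effect and unstimulated DMSO wells for full effect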
TROY NFkB inh: inhibitors of TROY-driven NF-kB signaling, primary screen, Q293 LMP1-TROYcd cells, NF-kB luciferase, uHTS. Q293 LMP1-TROYcd NF-kB luciferase reporter, 4 h. inhibition, % at 10 µM. hit rate 0.98% among 360,000;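 active means compounds whose plate-normalised and pattern-corrected inhibition of the luciferase reporter signal at the single screening dose is 50% or more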
NR2E3 ag-2: NR2E3 agonists in two-hybrid cells, primary screen, cell-based, luminescence, CHO-S, Gal4-NCOR/VP16-NR2E3; Photoreceptor-specific nuclear receptor (Homo sapiens), Q9Y5X4; luciferase; inhibition of corepressor binding, % at 3.98 µM; hit rate 0.35% among 360,000; AID 602229, 2012;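 active means inhibition above the mean of all tested compounds plus 3 SD, cut at about 70% in these data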;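 further: 0% = DMSO with NR2E3 transfected cells and 100% = cells lacking NR2E3 construct; higher means lower luciferase signal from less NR2E3 corepressor binding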
HIF-2a block: HIF-2a reporter inhibitors, primary screen, luminescence, 786-0 RCC cells; inhibition, % at 18.8 µM; 786-0 RCC cells HIF-2a reporter, luciferase luminescence, overnight; hit rate 0.72% among 360,000;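 active means inhibition of the luminescence signal of 40% or more relative to plate controls, in a single-dose primary screen at 18.75 µM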
Active calls of the source: *; · = not tested or not shown. This is a subset; rates above refer to the full screens.

smiles	Peg3 prom inh	TWEAK-Fn14 inh	TRAIL sens C8	Shn3 inh set2	MITF TRPM1 inh	NR2E3 ag-1	KKLEB cytotox	CF NFkB inh	TROY NFkB inh	NR2E3 ag-2	HIF-2a block
O=S(=O)(Nc1ccc(-c2ccc3nncn3n2)cc1)c1cccs1	8	-5	-13	-10	10	2	6	3	-3	-4	4
Nc1nc(NCC(=O)O)nc(NCc2ccccc2)c1[N+](=O)[O-]	4	-11	-15	12	-2	-4	0	-5	-29	-10	-5
NS(=O)(=O)c1ccc(CCNS(=O)(=O)c2cccc3cccnc23)cc1	0	8	-11	-10	-8	1	-6	16	12	-4	5
CCOc1ccc(NC(=O)/C(=C\c2ccc(OC(C)=O)c(OC)c2)NC(C)=O)cc1	8	1	-7	8	0	-2	2	10	-5	6	20
Cc1ccc(C(CC(=O)O)NC(=O)c2ccc(S(=O)(=O)N3CC(C)OC(C)C3)cc2)cc1 (configuration not stated)	-6	7	5	0	1	-3	12	7	8	24	14
CCOC(=O)[C@]12CCC=C1N(Cc1ccc3c(c1)OCO3)C(=O)[C@H](CC(=O)NCCCCc1ccccc1)C2	·	11	3	·	·	·	·	·	3	23	12
C/C=C1\NC(=O)[C@H](C)NC(=O)[C@@H](NC(=O)[C@@H](Cc2ccc(O)cc2)NC(=O)[C@@H](NC(=O)/C(C)=C/C)C(C)C)[C@@H](C)OC(=O)[C@H](CCCCc2ccc(O)cc2)NC(=O)[C@@H](CCC(=O)O)NC1=O	3	-5	-5	-17	-14	·	2	7	-7	-28	0
CC1CCC2(CC1)NC(=O)N(NC(=O)C1CCN(C(=O)c3ccc(Cl)cc3)CC1)C2=O (configuration not stated)	-7	11	11	9	0	·	15	0	-12	-4	16
COC(=O)Cn1c(=N)n(CCN2CCCCC2)c2ccccc21	11	-3	-2	-12	0	-2	-5	-3	1	-3	7
O=C(Nc1ccn(CC(=O)N2CCN(c3ccccn3)CC2)c(=O)n1)OCc1ccccc1	10	9	8	13	1	0	0	-19	-5	-3	5
Cc1cc(C)cc(NC(=O)CSc2nc(N)c(NC(=O)c3ccc(Br)o3)c(=O)[nH]2)c1	21	-1	1	5	-7	1	23	-10	-5	4	11
O=C(CCN=C1NS(=O)(=O)c2ccccc21)OCC(=O)c1ccccc1Cl	-35	-11	-9	-12	-19	2	0	2	-46	-7	-10
Cc1ccc(OCCCC(=O)Nc2ccccc2C(F)(F)F)cc1	9	-5	1	4	-10	2	1	5	-6	-25	5
Cc1ccc(NC(=O)c2cnn(C)c2)cc1[N+](=O)[O-]	-31	-14	6	0	-2	2	4	-5	-11	-13	-29
CCCC(=O)O[C@H]1C[C@@H](C)N(C(=O)c2ccccc2)c2ccc(C)cc21	40	16	-1	4	12	-3	-10	4	10	4	22
CC(CCc1ccco1)NC(=O)CCc1nnc2ccc(NCc3ccccc3Cl)nn12 (configuration not stated)	15	-21	4	-11	-2	0	13	-13	-8	-17	6
CCc1ccc(C2CC(=O)N(c3ccc(F)cc3)C3=C2C(=O)OC3)cc1 (configuration not stated)	7	8	-2	-4	12	4	1	-10	21	6	12
O=C(Nc1nc2n(n1)C(c1ccc(F)cc1)CC(c1ccccc1)N2)c1ccco1 (configuration not stated)	21	7	7	11	8	1	-4	1	3	8	21
CC1(C(=O)Nc2ccc3c(c2)OCO3)CCN1C(=O)Cc1ccc(-c2ccccc2)cc1 (configuration not stated)	-37	42	13	77	·	·	-9	12	25	94*	-63
Cc1cnc(CNC(=O)c2csc(COCCO)n2)cn1	2	4	-13	-8	·	·	6	-1	-12	-4	7
COc1ccc2[nH]cc(CCNS(=O)(=O)c3ccc(NC(C)=O)cc3)c2c1	2	-16	-4	-8	2	2	6	10	18	-35	17
CCN1CCN(C(=O)/C=C/c2ccccc2[N+](=O)[O-])CC1	13	-8	-1	9	-7	2	0	3	6	-12	7
Cc1ccccc1N(CC(=O)NC1CCCC1)C(=O)c1oc(C(C)(C)C)cc1C	22	4	8	18	10	2	-4	9	16	-12	-8
Cc1sc2nc(CN3CCOCC3)nc(NS(=O)(=O)c3ccc4c(c3)OCCO4)c2c1C	0	-3	-4	5	-9	-1	-3	6	-13	-9	7
CCCCC[C@@H](/C=C/C1C(=O)C=C[C@H]1C/C=C\CCCC(=O)O)OC(C)=O (some centres not stated)	-19	14	5	-7	7	·	8	26	-2	-4	4

Reformatted with two lines to a compound: entries from further up
Under each structure: Peg3 prom inh, TWEAK-Fn14 inh, TRAIL sens C8, Shn3 inh set2, MITF TRPM1 inh, NR2E3 ag-1, KKLEB cytotox, CF NFkB inh, TROY NFkB inh, NR2E3 ag-2, HIF-2a block
- Cc1cc(C)cc(NC(=O)CSc2nc(N)c(NC(=O)c3ccc(Br)o3)c(=O)[nH]2)c1
→ 21, -1, 1, 5, -7, 1, 23, -10, -5, 4, 11
- O=C(CCN=C1NS(=O)(=O)c2ccccc21)OCC(=O)c1ccccc1Cl
→ -35, -11, -9, -12, -19, 2, 0, 2, -46, -7, -10

Going on with the list.
smiles	Peg3 prom inh	TWEAK-Fn14 inh	TRAIL sens C8	Shn3 inh set2	MITF TRPM1 inh	NR2E3 ag-1	KKLEB cytotox	CF NFkB inh	TROY NFkB inh	NR2E3 ag-2	HIF-2a block
O=C(CSc1nnc(-c2ccccc2)o1)Nc1ccccc1F	39	57*	59*	43	·	0	1	-8	-4	-170	49*
O=C(Cc1ccc(F)cc1)N1CCC(CC2CC(c3ccc(Cl)cc3)=NO2)(C(=O)NCC2CCCCC2)CC1 (configuration not stated)	12	9	17	-6	-5	-2	-22	-3	6	-21	11
CC1(C)CC(=O)C=C(c2n[nH]nc2-c2ccccc2)C1	10	-6	-17	27	·	·	-5	12	-8	5	0
COc1cc(C2C(C(=O)c3sc(C)nc3C)=C(O)C(=O)N2CCN(C)C)cc(OC)c1OC (configuration not stated)	19	-18	13	10	1	·	1	6	7	-18	17
CC(C)c1ccc(C2C3=C(COC3=O)Nc3cc4c(cc32)OCO4)cc1 (configuration not stated)	-14	-57	2	34	39	1	-14	46	4	2	26
CCn1cc(C(=O)NCc2ccc3c(c2)OCO3)c(=O)c2cc(S(=O)(=O)N(C)C)ccc21	24	1	-8	-14	12	3	-13	11	14	5	15
COc1ccc(CCNC(=O)C2CCN(S(=O)(=O)N3CCCCCC3)CC2)cc1OC	0	-6	-4	7	-2	3	4	3	10	4	15
CCOC(=O)C(C)Oc1ccc(NC(=O)C(Cl)(Cl)Cl)cc1 (configuration not stated)	1	-29	15	12	10	0	-11	3	-18	-6	12
O=C(NCC(c1ccco1)N1CCCC1)c1cc(S(=O)(=O)N2CCCCC2)ccc1Cl (configuration not stated)	-7	-4	-2	19	5	·	-4	4	-2	12	13
CCOC(=O)c1c(C)nc2c(c1-c1ccccc1)C(=O)c1ccccc1-2	-3	25	25	8	-12	2	2	4	-40	-9	-90
CC(C)(OC1OC(CO)C(O)C(O)C1O)[C@H]1Oc2ccc3ccc(=O)oc3c2[C@H]1O (some centres not stated)	-9	-22	-3	-20	-5	-1	-6	-9	4	-7	10
CCOC(=O)C1CCN(C(=O)COC(=O)c2cccc(NS(=O)(=O)c3ccccc3)c2)CC1	-11	13	8	-6	19	·	-12	4	-9	-16	0
O=C(CCc1ccc(S(=O)(=O)N2CCOCC2)cc1)Nc1ccc2c(c1)OCCO2	0	32	24	5	-13	5	2	1	3	22	-20
CC(C(=O)Nc1cccnc1)N1C(=O)C2C3C=CC(C3)C2C1=O (configuration not stated)	14	-21	12	-12	6	0	-4	13	5	-11	8
Cc1noc(C(=O)N2CCN(c3ccc(F)cc3)CC2)c1Cl	7	1	-17	-9	3	2	2	-2	-10	3	5
Cc1ccc(S(=O)(=O)NN=C2C(=O)C3CCC2C3Cl)cc1 (configuration not stated)	5	1	-1	15	2	·	6	-6	-5	6	-1
CC1(C(=O)NC2CCCCCCC2)CCC(=O)N1Cc1cccnc1 (configuration not stated)	2	4	7	20	-5	4	-6	14	5	-9	8
COc1ccc(/C=C/c2ccc3c(Br)ccc(O)c3n2)cc1	-147	-25	23	-35	-79	0	-6	-10	-61	-18	-279
Cc1ccc(CNC(=O)C2CCCN(S(C)(=O)=O)C2)cc1 (configuration not stated)	5	8	-3	-38	-2	4	-7	16	-9	8	17
CCOc1ccccc1NC(=O)C(OC(=O)c1cc(C)oc1C)c1ccccc1 (configuration not stated)	29	-26	-1	10	8	3	-11	19	10	6	20
CCOC(=O)c1ccc(NC(=O)CN2C(=O)NC3(CCC(C)CC3)C2=O)cc1 (configuration not stated)	0	-17	-3	73	-4	0	10	-16	-1	-7	17
CC(C)OCCCn1c(=S)[nH]c2ccc(N3CCOCC3)cc2c1=O	17	2	7	30	4	1	8	-1	2	-6	3
O=C(CSc1ccccn1)N1CCN(c2ncc(C(F)(F)F)cc2Cl)CC1	0	3	1	8	3	2	0	-7	29	-3	-12
Cc1ccc(NC2CCCN(C(=O)C3CCCCC3)C2)cc1C (configuration not stated)	25	69*	10	10	7	-3	-13	22	-21	12	4
O=C(CN1C(=O)/C(=C/c2ccccc2Cl)SC1=S)NC1CCS(=O)(=O)C1 (configuration not stated)	-4	-6	2	-27	-8	-1	9	-8	-4	-5	3
Cc1cccc(N(C(=O)c2snc(C(N)=O)c2N)C(C(=O)NCC2CCCO2)c2ccc(N(C)C)cc2)c1C (configuration not stated)	4	9	11	17	-11	1	4	6	-2	1	14
CC(=O)Oc1cccc(C(=O)Nc2ccc3c(c2)C(=O)N(CC2CCCO2)C3=O)c1 (configuration not stated)	-27	-33	7	-24	-11	·	-6	7	-39	-9	-94
COc1cc(/C=N/n2cnnc2)ccc1OCCSc1ccc(C)cc1	-186	-28	9	5	-67	-1	3	-13	-58	-75	-144
COc1ccc(-c2sc(NC(=O)c3ccc(C)cc3)nc2-c2ccc([N+](=O)[O-])cc2)cc1	16	8	4	8	-6	-2	-20	-4	-11	-32	14
C[C@@H]1Cn2cnc(C(=O)N[C@@H](C)C(=O)OC(C)(C)C)c2C(=O)N1	-2	-2	2	-7	·	·	-1	-2	-2	-6	12
CN1C(=O)c2ccccc2NC(=O)[C@]12O[C@@H]2c1cccc(O)c1	15	-13	-3	0	8	4	1	5	0	-22	17
CCOc1ccc(C(CC(=O)O)NC(=O)COc2ccccc2)cc1OC (configuration not stated)	-11	0	-1	9	4	-1	7	-22	-3	19	12

Screening data from PubChem.
